Assay outcomes as filed in PubChem.
Runt-SMMHC FRET – blocks binding of human RUNX1 Runt domain to CBFb-SMMHC. inhibition, % at 20 µM. AID 1434. 220,000 tested, 0.74% active. Cerulean-Runt/Venus-CBFb-SMMHC FRET ratio 530/480, 1 h;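 active means mean inhibition across duplicate retests at 20 µM reaching about 50%, limit read from the data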;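 further: 0% = DMSO wells and 100% = wells with excess untagged CBFb-SMMHC; inhibitors lower the FRET ratio by blocking Runt binding to CBFb-SMMHC; some results filed as inactive read as strong as hits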
Tb hexokinase – T. brucei hexokinase 1 inhibition | recombinant TbHK1, G6PDH-coupled NADH A340 | inhibition, % at 10 µM | 220,000 tested, 0.11% active | AID 1430;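 active means inhibition of 50% or more in the single-dose primary screen; inactive means inhibition below 50%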
zVAD death inh – L929 zVAD cell death inhibition. L929 zVAD necroptosis rescue, ATP luminescence, 24 h; with zVAD 60 µM. viability rescue, % at 10 µM. 220,000 tested, 0.38% active. AID 1377;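 active means activation, scaled between plate controls, above about 75%, limit read from the data; inactive means activation under that limit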;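 further: 0% = zVAD with DMSO and 100% = DMSO alone without zVAD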
Runt-CBFb FRET – blocks binding of human RUNX1 Runt domain to CBFb; Q01196+Q13951; Cerulean-Runt/Venus-CBFb FRET ratio 530/480, 1 h; inhibition, % at 20 µM; 220,000 tested, 0.46% active; AID 1496;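 active means inhibition over about 50% at 20 µM in the single-dose screen, limit read from the data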;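 further: 0% = DMSO wells and 100% = excess unlabeled CBFb competitor control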
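Doses: 20 µM compound in 1% DMSO | Material: Cerulean-labeled Runt domain protein | Amount: Each fluorescent fusion protein 100 nM | Schedule: Two 1 h room-temperature incubations shielded from light | Measured by: FRET fluorescence | Evaluation: Loss of energy transfer signal | Controls: Unlabeled CBFb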
Hck-Nef inh – inhibitors of human Hck kinase activated by Nef; P08631; Recombinant Hck-YEEI plus Nef, Z-Lyte FRET kinase assay; inhibition, % at 20 µM; 220,000 tested, 0.68% active; AID 463187;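 active means Hck-Nef kinase inhibition above about 50%, limit read from the data; inactive means inhibition below that limit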;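 further: 0% = DMSO with Hck plus Nef and 100% = Hck alone without Nef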
EBV gp42 inh – blocks Epstein-Barr virus glycoprotein 42 binding. Q1HVG2. 220,000 tested, 0.42% active. inhibition, % (tested at 21.74 µM). Fluorescence polarization binding assay, mP read-out; in the data active means inhibition above about 50%
Target sequence (Q1HVG2 whole entry, looked up): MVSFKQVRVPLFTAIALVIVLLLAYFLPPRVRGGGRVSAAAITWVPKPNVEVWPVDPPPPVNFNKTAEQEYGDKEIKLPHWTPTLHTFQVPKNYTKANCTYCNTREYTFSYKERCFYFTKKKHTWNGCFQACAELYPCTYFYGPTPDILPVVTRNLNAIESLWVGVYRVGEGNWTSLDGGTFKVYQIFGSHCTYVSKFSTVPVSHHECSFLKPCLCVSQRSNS
p47phox inh – p47phox (human) inhibition; p47phox/p22phox peptide binding, fluorescence polarization, 2 h; AID 1274; P14598; inhibition, % at 24.7 µM; 220,000 tested, 0.53% active;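 active means inhibition above about 30%, limit read from the data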;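 further: 0% = p47phox with labelled peptide and 100% = labelled peptide alone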
MDM2 E3 inh – inhibitors of human Mdm2 E3 ubiquitin ligase. cell-based MDM2 ubiquitination luciferase reporter, 2 h; 0 = plate control, 100 = twice control, blank-subtracted. signal enhancement, % at 5 µM. 210,000 tested, 0.11% active;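 active means signal enhancement of 30% or more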;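 further: luminescence tracks abundance of the self-degrading MDM2-luciferase fusion protein; higher signal means inhibition of MDM2 E3 ligase activity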
Target sequence (Q00987 whole entry, looked up, the tested form may be a part): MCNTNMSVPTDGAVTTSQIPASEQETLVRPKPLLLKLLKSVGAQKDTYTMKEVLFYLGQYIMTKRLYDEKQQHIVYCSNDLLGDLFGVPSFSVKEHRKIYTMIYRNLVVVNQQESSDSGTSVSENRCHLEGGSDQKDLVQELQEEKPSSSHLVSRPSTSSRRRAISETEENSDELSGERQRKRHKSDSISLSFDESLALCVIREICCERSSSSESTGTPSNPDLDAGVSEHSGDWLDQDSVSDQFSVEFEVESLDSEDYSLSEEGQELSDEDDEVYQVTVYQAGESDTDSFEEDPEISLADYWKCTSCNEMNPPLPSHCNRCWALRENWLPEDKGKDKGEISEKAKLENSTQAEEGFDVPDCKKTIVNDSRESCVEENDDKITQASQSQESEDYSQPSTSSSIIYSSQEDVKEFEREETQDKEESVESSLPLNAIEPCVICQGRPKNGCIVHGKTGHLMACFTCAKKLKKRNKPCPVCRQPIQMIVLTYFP
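system = mammalian cells stably expressing self-ubiquitinating, self-degrading MDM2 E3–luciferase fusion | quantity = 2000 cells per well seeded | incubation = 4 h cell settling then 2 h compound exposure, 37 °C | signal = SteadyLite luminescence, 15 min reagent step | benchmarks = plate control and blank wells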
14-3-3 Bad PPI – disrupts binding of bovine 14-3-3 zeta to phospho-Bad peptide; 220,000 tested, 0.71% active; P63103; inhibition, % at 21.7 µM; TR-FRET 14-3-3zeta/Dy647-pBad peptide displacement, 1 h;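 active means inhibition above about 70%, limit read from the data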;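 further: 0% = full 14-3-3 plus peptide FRET controls and 100% = background without 14-3-3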
* = called active by the depositor; [ ] = remark or other dose. Random draw from the library, and some 3.2% of all compounds hit somewhere here.

Value order: MDM2 E3 inh	EBV gp42 inh	Runt-SMMHC FRET	14-3-3 Bad PPI	Runt-CBFb FRET	Tb hexokinase	zVAD death inh	p47phox inh	Hck-Nef inh
[1] CCCC(c1nnnn1Cc1ccco1)N1CCN(C(=O)c2ccco2)CC1 (centres undefined)
 : -8	5	3	18	0	4	2.5	-12	1
[2] Cc1cc2cc(CN(Cc3cccs3)S(=O)(=O)c3ccc4c(c3)OCCO4)c(=O)[nH]c2cc1C
 : -5	-18	4	9	-2	-4	0.7	-10	0
[3] C=CCCCCCCCCC(=O)NNC1=CC(=O)CC(C)(C)C1
 : -4	-2	-4	-1[fluorescence artefact?]	0	-5	-0.3	-4	1
[4] CC1CCCC(NC(=O)COC(=O)c2cc(S(=O)(=O)N3CCCCC3)ccc2N2CCOCC2)C1C (centres undefined)
 : -9	-9	-98	7	-11	-12	-2.1	-5	2
[5] Cn1nnc(NC(=S)NC(=O)Cc2ccccc2)n1
 : -6	4	-1	9	3	1	0.0	4	-4
[6] O=C(Nc1ccc(OC(F)F)c(Cl)c1)C(c1ccccc1)c1ccccc1
 : -16	-2	0	9[fluorescence artefact?]	0	6	-0.1	-8	0
[7] COC(=O)CC1C(=O)NCCN1C(=O)CSc1nnnn1-c1ccc(OC)cc1 (centres undefined)
 : 25	-11	-2	10	-2	2	-0.9	1	18
[8] C=CCC1(CC=C)CCCN1C(=O)CC1C(=O)NCCN1Cc1cccc(OC)c1OC (centres undefined)
 : -88	-13	-2	-7	-3	2	-0.7	3	11
[9] Cc1ccc(Nc2ccc(C(N)=O)cc2[N+](=O)[O-])cc1C
 : 4	-10	-6	-2[fluorescence artefact?]	-4	-4	0.1	0	3
[10] O=C(O)c1ccc(Cl)c2c1C1C=CCC1C(c1ccccn1)N2 (centres undefined)
 : -5	28	12	21	17	-7	1.0	40*	5
[11] C=C1CC(C(=O)N/N=C/c2ccc(O)cc2)C1
 : -1	-3	3	-4[fluorescence artefact?]	2	0	0.7	-2	2
[12] O=C(NCC(c1cccs1)N1CCOCC1)c1ccccc1NS(=O)(=O)c1ccc(Cl)c([N+](=O)[O-])c1 (centres undefined)
 : -6	-5	-2	44	-2	2	1.4	-6	1
[13] O=[N+]([O-])c1ccccc1/C=N/NC1=NCCCCC1
 : -17	-6	1	16	1	-23	2.4	-3	2
[14] Cn1c(SCC(N)=O)nnc1-c1ccccc1
 : -40	-1	-3	-1	0	6	0.5	-1	0
[15] Cc1ccc(C)c(S(=O)(=O)Nc2ccccc2C(=O)Nc2cc(C)on2)c1
 : -19	-3	-1	27	-3	-1	-1.7	-8	-4
[16] Cc1ccc(S(=O)(=O)Nc2cccc(Oc3cnccn3)c2)cc1
 : 0	-8	-1	-5	2	-1	0.5	-20	2
[17] O=S(=O)(CC12C3C4C5C1C2C(Br)(C43)C51OCCO1)c1ccccc1 (centres undefined)
 : -14	26	5	-5[fluorescence artefact?]	-1	14	0.7	-5	-1
[18] CCc1cccc(NS(=O)(=O)c2c(C)n[nH]c2C)c1
 : 4	-2	3	2	-1	3	-0.3	-13	8
[19] CC(C)(C)n1nc2c(c1NC(=O)COc1ccc(Cl)cc1)CS(=O)(=O)C2
 : -9	-1	0	-4	0	-4	1.7	-2	9
[20] Cc1[nH]c2ccccc2c1N=Nc1c(C)n(C)n(-c2ccccc2)c1=O
 : 4	-15	-21	-5	-13	-6	1.2	-7	-1
[21] CCn1c(C(O)c2ccccc2)nc2ccccc21 (centres undefined)
 : -6	-12	-4	11	-2	3	-0.4	-9	-1
[22] Cc1c(C)n(CCc2c[nH]c3ccccc23)ccc1=O
 : -16	-20	1	-20	-2	4	2.3	1	21
[23] COCCCNC(=O)C1CC(=O)N(c2ccc(C)cc2)C1 (centres undefined)
 : -2	-11	3	-4[fluorescence artefact?]	-1	-9	1.0	-6	-1

Reprinted at random: 3 records from the list
Value order: MDM2 E3 inh	EBV gp42 inh	Runt-SMMHC FRET	14-3-3 Bad PPI	Runt-CBFb FRET	Tb hexokinase	zVAD death inh	p47phox inh	Hck-Nef inh
[18] CCc1cccc(NS(=O)(=O)c2c(C)n[nH]c2C)c1
 : 4	-2	3	2	-1	3	-0.3	-13	8
[19] CC(C)(C)n1nc2c(c1NC(=O)COc1ccc(Cl)cc1)CS(=O)(=O)C2
 : -9	-1	0	-4	0	-4	1.7	-2	9
[4] CC1CCCC(NC(=O)COC(=O)c2cc(S(=O)(=O)N3CCCCC3)ccc2N2CCOCC2)C1C (centres undefined)
 : -9	-9	-98	7	-11	-12	-2.1	-5	2

As entered above:
Result of Cn1c(SCC(N)=O)nnc1-c1ccccc1 under Hck-Nef inh: 0
Result of O=S(=O)(CC12C3C4C5C1C2C(Br)(C43)C51OCCO1)c1ccccc1 (centres undefined) under 14-3-3 Bad PPI: -5[fluorescence artefact?]
Result of CCc1cccc(NS(=O)(=O)c2c(C)n[nH]c2C)c1 under EBV gp42 inh: -2
Result of Cc1cc2cc(CN(Cc3cccs3)S(=O)(=O)c3ccc4c(c3)OCCO4)c(=O)[nH]c2cc1C under MDM2 E3 inh: -5
Result of CCCC(c1nnnn1Cc1ccco1)N1CCN(C(=O)c2ccco2)CC1 (centres undefined) under EBV gp42 inh: 5

Some of these compounds in order of number of heavy atoms, low to high.
Value order: MDM2 E3 inh	EBV gp42 inh	Runt-SMMHC FRET	14-3-3 Bad PPI	Runt-CBFb FRET	Tb hexokinase	zVAD death inh	p47phox inh	Hck-Nef inh
[22] Cc1c(C)n(CCc2c[nH]c3ccccc23)ccc1=O
 : -16	-20	1	-20	-2	4	2.3	1	21
[9] Cc1ccc(Nc2ccc(C(N)=O)cc2[N+](=O)[O-])cc1C
 : 4	-10	-6	-2[fluorescence artefact?]	-4	-4	0.1	0	3
[19] CC(C)(C)n1nc2c(c1NC(=O)COc1ccc(Cl)cc1)CS(=O)(=O)C2
 : -9	-1	0	-4	0	-4	1.7	-2	9
[8] C=CCC1(CC=C)CCCN1C(=O)CC1C(=O)NCCN1Cc1cccc(OC)c1OC (centres undefined)
 : -88	-13	-2	-7	-3	2	-0.7	3	11
